# Source: PubChem BioAssay (several laboratories)
# Yfh1-depleted yeast = enhancers of respiration in Yfh1-depleted yeast, dose response, Friedreich's ataxia, plus single-dose screen (AID 1465); actives 0.074% (n = 220,000); S. cerevisiae Yfh1-off respiration, WST-1 reduction, 72 h; higher fold induction means a stronger effect; one-dose fold induction at 50 µM; EC50 in µM for titrated hits;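 active = fold induction of absorbance versus untreated yeast above a set limit, then at least 30% activation at any dose in follow-up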;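 also: activators that raise dye reduction in frataxin-depleted yeast; strong numbers were not always called active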
# bCat nuc transl = beta-catenin nuclear translocation modulation | actives 0.3% (n = 190,000) | HeLa beta-catenin nuclear translocation, immunofluorescence imaging | AID 1665 | nuclear translocation activity, % at 5 µM;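 active = nuclear translocation activity above 50% at 5 µM, with a well cell count of 50 or more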;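 also: per-cell ratio of nuclear to cytoplasmic median beta-catenin stain intensity; plate controls were DMSO negative control for no effect and GSK-3 inhibitor IX positive control for full effect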
#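 Technique: fluorescence imaging of beta-catenin antibody stain plus DAPI / Material: human HeLa cell line / Incubation: compound treatment 24 h, 37°C, 5% CO2 / Read-out basis: % activation of per-cell nuclear versus cytoplasmic median beta-catenin signal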
# MT stabilizer = microtubule stabilizers in HeLa cells; HeLa tubulin immunostaining HCS, 24 h; share of cells brighter than vehicle mean+2SD; actives 0.83% (n = 200,000); % tubulin-high responders, % at 10 µM;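 active = plate Z-score above 3 for both tubulin-high and condensed-nucleus cell shares, with cell loss under 80%, at 10 µM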;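 also: anti alpha tubulin signal scored within the nucleus-defined area of each cell; some results filed as inactive read as strong as hits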
# HIV peptide binding = cell-free HIV fusion peptide-binding blockers – biochemical, uHTS, fluorescence dequenching, primary screen (AID 1986). inhibition, % at 20 µM, or IC50 in µM where a hit was titrated. cell-free peptide binding, fluorescence dequenching, 30 min; higher % means a stronger effect. actives 0.3% (n = 290,000); in the data active = inhibition mostly above about 52%, no sharp cut-off; inactive = mostly below about 76%; also: some results filed as inactive read as strong as hits
# WT yeast gro inh = growth inhibition of WT yeast, mitochondrial fusion screen; AID 1362; mitochondrial fusion phenotypic screen, WT strain; inhibition, % at 10 µM; actives 2.1% (n = 190,000); in the data active = inhibition above about 58%; tested in S. cerevisiae
# Ins promoter up = MIN6 insulin promoter up-regulation; z-score at 5 µM; actives 0.3% (n = 190,000); MIN6 insulin promoter-GFP reporter, high-content imaging; active compounds read high;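 active = z-score above 3 at 5 µM with at least 500 cells counted in the well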
# AID2073 = disruptors of CaV2.2 binding to Mint1 – biochemical, HTRF (AID 2073); HTRF protein-protein interaction, Mint1-CaV2.2; higher % means a stronger effect; one-dose inhibition, % at 20 µM; IC50 in µM for titrated hits; actives 0.19% (n = 290,000); in the data active = inhibition mostly above about 51%, no sharp cut-off; also: some results filed as inactive read as strong as hits
# Autophagy mod = autophagy modulation, high-content screen | MEF GFP-LC3 puncta imaging; test concentration mostly 10 µM | calls only at 10 µM (by protocol) | actives 0.98% (n = 190,000);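 active = percentage of spot-positive cells more than 3 SD above its plate mean, without a fluorescence outlier flag or 80% toxicity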;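 also: spot-positive cell cutoff set from DMSO-treated cells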
# Dynein cargo inh = dynein cargo transport inhibition; 3617.4 mouse cells, GR-EGFP nuclear translocation imaging; test concentration mostly 20 µM; stimulated with dexamethasone, 1 µM; active compounds read low; actives 0.47% (n = 220,000); z-score, hits read low; AID 1381;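 active = plate z-score of nuclear minus cytoplasmic receptor signal below a set negative limit, without overly bright fluorescence or cell loss, cut at about -3.5 in these data, passing the limit was not always enough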;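 also: z-score of nuclear minus cytoplasmic ring GR-EGFP intensity difference per well; some compounds called inactive have numbers as strong as hits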
#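 Medium: Induction medium lacking tetracycline, stripped serum | Probe or stimulus: 1.0 µM final dexamethasone stimulus | Schedule: 48 h induction, then 1 h compound, then 30 min agonist, 37 °C | Signal: Automated 10x imaging of fixed Hoechst-stained cells | Evaluation: Per-cell GR-EGFP intensity, nucleus versus surrounding cytoplasmic ring, well-averaged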
# WT yeast gro inh mutant strain = further read-out of WT yeast gro inh, marked with its call; inhibition, %; mitochondrial fusion phenotypic screen, mutant strain inhibition
# Dynein cargo inh cytoplasmic EGFP = further read-out of Dynein cargo inh, marked with its call; z-score; measured here: cytoplasmic GR-EGFP intensity; active compounds read high
# Dynein cargo inh nuclear GR-EGFP = also measured in Dynein cargo inh; calls as there; z-score; measured here: nuclear GR-EGFP intensity;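 lower value marks the stronger effect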
# Dynein cargo inh cell count = second read-out of Dynein cargo inh, no call of its own (marks repeat the call); z-score; measured here: cell count per field
# Ins promoter up cell count = recorded beside Ins promoter up, whose call it bears; cell count; measured here: cytotoxicity, nuclei count;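 total cells summed across four imaged fields per well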
# bCat nuc transl cell count 5 µM = also measured in bCat nuc transl; calls as there; cell count; measured here: cell count, cytotoxicity flag
# MT stabilizer Hoechst-high % = further read-out of MT stabilizer, marked with its call; % Hoechst-high responders; measured here: nuclear condensation Hoechst responders;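 share of cells brighter than vehicle mean plus two SD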
# MT stabilizer cytotoxicity % = further read-out of MT stabilizer, marked with its call; toxicity, %; measured here: cytotoxicity by cell density;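 0% = mean cell density of plate MIN control wells and 100% = no cells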
# Autophagy mod cell loss 18 h = also measured in Autophagy mod; calls as there; toxicity, %; measured here: cell loss, nuclei count;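 cell loss after 18 h compound exposure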
# The depositor's hits bear a star; i = inactive; . = not tested or not shown. Outcome played no part in choosing rows, and some 4.2% of all compounds hit somewhere here.
SMILES,Yfh1-depleted yeast,bCat nuc transl,bCat nuc transl cell count 5 µM,MT stabilizer,MT stabilizer Hoechst-high %,MT stabilizer cytotoxicity %,HIV peptide binding,WT yeast gro inh,WT yeast gro inh mutant strain,Ins promoter up,Ins promoter up cell count,AID2073,Autophagy mod,Autophagy mod cell loss 18 h,Dynein cargo inh,Dynein cargo inh cytoplasmic EGFP,Dynein cargo inh nuclear GR-EGFP,Dynein cargo inh cell count
CCOC(=O)CC(=O)Nc1nc2ccccc2s1,i,-4.8,884,2.6,2.3,6.0,-0.8%,-3,5,0.16,1162,17%,i,6,0.11,-0.26,0.054,0.02
Cc1nc(SCC(=O)Nc2c(C)n(C)n(-c3ccccc3)c2=O)nc(C)c1C,i,-1.4,1316,2.5,1.7,6.1,-1.6%,1,13,-0.72,1675,-7%,i,18,-1,-0.14,0.043,0.28
O=C(CC1S/C(=N/N=C/c2cccs2)NC1=O)Nc1ccc(Cl)cc1 (stereo not drawn),i,-3.1,1183,6.7,1.7,8.6,1.2%,5,11,-0.24,1295,12%,i,18,-0.38,-0.27,-0.25,0.98
CN(C)CCNc1cnn(-c2ccccc2)c(=O)c1Cl,i,-0.7,1040,2.8,2.1,10,-1.5%,8,-16,-1.4,1503,-3%,i,11,1.9,-0.13,1.4,-1.1
Cc1ccc(OCCN2C(=O)NC3(CCc4ccccc4C3)C2=O)cc1 (stereo not drawn),i,.,.,2.3,2.8,0.8,1.5%,16,-12,-0.5,1510,0%,i,0,0.23,-0.14,0.24,-0.23
Cn1c(-n2c(CCCN3C(=O)c4ccccc4C3=O)nc3ccccc3c2=O)nc2ccccc21,i,-1.7,796,1.4,0.8,1.8,0.9%,2,-3,0.76,1172,10%,i,4,0.41,-0.22,-0.026,0.22
Cc1[nH]n(C)c(=O)c1C(=O)c1c(-c2ccccc2Cl)noc1C,i,-1.1,1195,.,.,.,-0.2%,.,.,-0.11,1443,14%,.,.,-1.5,-0.21,-0.91,1.6
O=C(/C=C/c1ccco1)Nc1ccc2nn(-c3ccccc3)nc2c1,i,2.5,1190,2.8,2.9,8.7,24%,21,14,0,1417,38%,i,-11,0.016,-0.16,0.18,-0.055
CCCc1nnc(NC(=O)CCC(=O)NCc2ccccc2OC)s1,i,2.5,1452,4.2,2.1,1.5,0.1%,23,48,0.1,1300,9%,i,2,2,-0.093,1,-0.55
Clc1ccc(-c2nc(/C=N/N3CCOCC3)c3ccccn23)cc1,i,-1.4,1093,2.2,3.0,6.8,1.7%,-12,6,0.36,1307,16%,i,6,-0.17,-0.26,0.25,-0.28
O=C(NC1CC1)c1cc2c(s1)CS(=O)(=O)C2,i,-0.3,1051,2.4,2.8,1.6,-1.4%,-4,12,.,.,10%,i,-46,0.47,-0.33,0.34,0.092
Cc1c(C(=O)NCc2cccnc2)oc2ccc(S(=O)(=O)N3CCCCCC3)cc12,i,-0.4,1047,3.0,2.7,7.9,-1.8%,16,11,-5.2,942,0%,i,-17,-0.45,-0.19,0.18,0.45
CCCCOCCCNC(=O)N[C@@H](CCSC)C(=O)OC,i,-6.3,966,1.5,1.4,9.2,1.9%,-2,-14,0,1446,-3%,i,-15,-0.18,-0.22,-0.0032,0.16
CC1CCOC2(O1)C(=O)N(CN1CCN(c3cccc(Cl)c3)CC1)c1ccccc12 (stereo not drawn),i,2.1,1331,3.8,1.5,1.4,-0.7%,3,-1,-0.09,1666,0%,i,-7,0.67,-0.18,0.75,-1.5
CCn1nc(NC(=O)c2ccncc2)c2cc3ccccc3nc21,i,-3.2,1229,2.7,3.2,4.9,1.2%,1,19,-1.1,870,-3%,i,4,-0.41,-0.31,-0.17,0.71
CC(C)CNC(=O)c1cccc(NC(=O)C2CCCO2)c1 (stereo not drawn),i,0.2,829,2.9,2.2,4.4,0.1%,-9,2,-0.15,1244,-7%,i,-4,-0.9,-0.26,-0.59,0.82
O=C1CCCC(=O)N1c1ccc(N2CCN(c3ccccc3)CC2)c([N+](=O)[O-])c1,i,0.9,497,2.9,3.1,7.5,-0.3%,-18,-8,-0.21,1372,-11%,i,4,-0.79,-0.16,-0.69,0.77
O=C(N/N=C/c1ccccn1)C12CC3CC(CC(C3)C1)C2,i,0.0,566,1.7,3.6,9.3,3.1%,-5,-12,-0.1,1091,-3%,i,6,-0.052,-0.26,-0.067,-0.57
CC/C(=N\N=C1\SC(C)C(=O)N1Cc1ccco1)c1ccccc1 (stereo not drawn),i,-4.2,510,4.8,2.1,6.4,-0.8%,28,-10,-0.17,1305,6%,i,1,0.74,-0.26,0.65,-0.43
CSc1ncccc1C(=O)OCC(=O)c1ccccc1Br,i,-2.8,1123,1.1,1.7,7.7,-0.1%,5,-24,0.1,1311,0%,i,23,-1.1,-0.022,-0.7,-0.27

# Among those listed so far, these have a thiophene ring, fused or not.
SMILES,Yfh1-depleted yeast,bCat nuc transl,bCat nuc transl cell count 5 µM,MT stabilizer,MT stabilizer Hoechst-high %,MT stabilizer cytotoxicity %,HIV peptide binding,WT yeast gro inh,WT yeast gro inh mutant strain,Ins promoter up,Ins promoter up cell count,AID2073,Autophagy mod,Autophagy mod cell loss 18 h,Dynein cargo inh,Dynein cargo inh cytoplasmic EGFP,Dynein cargo inh nuclear GR-EGFP,Dynein cargo inh cell count
O=C(CC1S/C(=N/N=C/c2cccs2)NC1=O)Nc1ccc(Cl)cc1 (stereo not drawn),i,-3.1,1183,6.7,1.7,8.6,1.2%,5,11,-0.24,1295,12%,i,18,-0.38,-0.27,-0.25,0.98
O=C(NC1CC1)c1cc2c(s1)CS(=O)(=O)C2,i,-0.3,1051,2.4,2.8,1.6,-1.4%,-4,12,.,.,10%,i,-46,0.47,-0.33,0.34,0.092

# (next part)
SMILES,Yfh1-depleted yeast,bCat nuc transl,bCat nuc transl cell count 5 µM,MT stabilizer,MT stabilizer Hoechst-high %,MT stabilizer cytotoxicity %,HIV peptide binding,WT yeast gro inh,WT yeast gro inh mutant strain,Ins promoter up,Ins promoter up cell count,AID2073,Autophagy mod,Autophagy mod cell loss 18 h,Dynein cargo inh,Dynein cargo inh cytoplasmic EGFP,Dynein cargo inh nuclear GR-EGFP,Dynein cargo inh cell count
CC(=O)OCC(=O)[C@@]1(O)CC[C@H]2[C@@H]3CCC4=CC(=O)CC[C@]4(C)[C@H]3[C@@H](O)C[C@@]21C,i,-7.3,490,1.8,1.8,9.0,0.0%,-8,-2,.,.,8%,i,35,-1.3,-0.27,-0.47,1.2
CCc1ccc(C2C3=C(CC(C)(C)CC3=O)Nc3c2c(=O)[nH]c2nc(C)nn32)cc1 (stereo not drawn),i,-3.9,1004,2.1,2.8,8.1,3.2%,6,15,-0.13,1444,15%,i,6,1.6,-0.16,0.83,-0.55
C/C(=C/c1oc2ccc(O)cc2c1[N+](=O)[O-])N(C)C,i,.,.,2.6,2.0,7.1,-1.3%,-1,-4,0.07,899,71%,i,-1,-1.3,-0.27,-0.8,1.1
O=C(c1ccc(CN2CCOCC2)cc1)N1CCC(Cc2ccccc2)CC1,i,-2.9,1174,3.5,2.4,12,3.0%,2,1,-1.1,1348,-6%,i,8,1.8,-0.42,0.73,-0.28
Cc1cccc(CN2CCN(CC(=O)O)C2=O)c1,i,-9.2,1164,4.2,2.6,12,0.8%,8,11,.,.,17%,i,4,0.59,0.45,0.28,0.21
COC(=O)c1scc(C)c1NC(=O)CSc1ccc(Cl)cc1,i,-1.3,1320,.,.,.,0.0%,.,.,0.2,1080,-14%,.,.,-0.078,-0.21,-0.33,0.43
CCCCCNC(=O)c1cccnc1SCC(=O)Nc1ccccc1OC,i,-4.0,1105,1.9,1.8,6.3,-0.2%,-6,-24,0.07,1460,-2%,i,7,0.65,-0.26,0.69,-0.51
COCCCNC(=S)N1CCCN(c2nc3cc(C)c(C)cc3cc2C#N)CC1,i,-0.1,996,0.5,1.1,7.3,3.2%,52,11,0.07,1344,48%,i,3,-0.54,-0.28,-0.096,-0.084
O=C(c1cccs1)n1cc(C(=S)N2CCOCC2)c2ccccc21,i,-0.8,1001,1.7,1.5,8.1,-2.4%,12,9,-0.03,1284,2%,i,3,0.00093,-0.055,0.21,0.29
NC(=S)N/N=C/c1ccccc1OCc1cccc(Cl)c1,i,0.6,1291,8.8,8.8,16,-0.4%,48,18,-0.64,1382,-4%,i,16,-0.51,-0.2,0.35,0.9
O=C(O)C1C2C=CC(C2)C1C(=O)NCCc1cccc(Cl)c1 (stereo not drawn),i,-3.7,558,2.3,0.2,40,0.7%,-2,3,-0.95,1274,-10%,i,0,-0.56,-0.16,0.0085,1.4
Cc1ccc2oc3c(c(=O)c2c1)C(c1cccc(Br)c1)N(Cc1ccco1)C3=O (stereo not drawn),i,-6.0,994,2.9,1.1,6.1,-1.2%,18,17,-0.41,1287,6%,i,7,1.3,-0.086,0.45,-1.6
COc1ccc(CC(=O)Nc2cc(=O)n(C)c(=O)n2C)cc1,i,-6.5,1109,2.7,2.8,6.5,-0.1%,13,6,-1.2,857,-1%,i,-6,2.4,0.00054,1.9,-1.3
CN1c2ccccc2C(C)(C)C12CCCC(=O)N2 (stereo not drawn),i,1.6,741,2.3,2.2,13,-6.1%,-2,8,2.3,1304,-1%,i,13,0.66,-0.086,0.56,-0.46
COC(=O)CSc1cc([N+](=O)[O-])ccc1NC(=O)OC,i,-1.3,1063,2.0,2.8,0.3,-0.9%,-9,-10,0.65,1157,13%,i,3,0.44,-0.34,0.23,-0.023
